# KCNK3 block: human KCNK3 channel inhibitors, primary screen, CHO cells, FluxOR thallium flux, B-score | actives 0.84% (n = 340,000) | AID 602410, 2012 | B-score at 10 µM | FluxOR fluorescence; stronger effect = lower value;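 active = B-score under library mean minus 4 SD, starting fluorescence ratio at most library mean plus 5 SD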;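 also: more negative B-score means stronger inhibition of thallium flux through KCNK3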
# Target sequence (O14649 whole entry, looked up): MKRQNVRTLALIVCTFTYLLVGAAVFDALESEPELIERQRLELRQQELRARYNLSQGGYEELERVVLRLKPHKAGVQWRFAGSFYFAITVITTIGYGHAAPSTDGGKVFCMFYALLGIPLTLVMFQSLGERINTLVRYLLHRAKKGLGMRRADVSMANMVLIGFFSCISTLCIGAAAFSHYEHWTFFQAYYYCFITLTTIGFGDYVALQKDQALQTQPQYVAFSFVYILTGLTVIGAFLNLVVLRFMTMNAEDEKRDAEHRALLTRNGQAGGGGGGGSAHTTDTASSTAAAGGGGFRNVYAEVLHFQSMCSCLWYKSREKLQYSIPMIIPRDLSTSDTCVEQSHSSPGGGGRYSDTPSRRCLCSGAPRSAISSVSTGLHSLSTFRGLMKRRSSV
# DYRK1A inh: rat Dyrk1A kinase inhibitors, primary screen, biochemical, single point, plate reader | inhibition, % at 12.5 µM | ADP-Glo luminescence, NFATc1 peptide | actives 0.43% (n = 310,000); in the data active = inhibition above about 50%;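 also: plate controls were vehicle with enzyme for no effect and no enzyme for full effect; many of its hits are not listed in these tables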
# Starred values were filed as active, the others as inactive; i = inactive.
# Below each SMILES – KCNK3 block, DYRK1A inh
- COc1ccc(C2/C=C\CN(CC(C)C)CC(=O)N2Cc2cccc(F)c2)cc1 (configuration not stated)
  i, 2
- CCCC1(C)C(C#N)C(=O)NC(=O)C1C#N (configuration not stated)
  i, -4
- COc1ccc(CNC(=O)C[C@H]2C[C@H](C(=O)N3CCCCC3)[C@@]3(CCc4ccccc4)c4[nH]c5cc(-c6ccco6)ccc5c4CCN3C2=O)cc1OC
  i, -2
- CN(C)C(=O)CCc1ccc2c3c([nH]c2c1)[C@]1(CCC2CCCC2)[C@@H](C(=O)N2CCOCC2)C[C@H](CC(=O)NC(C)(C)C)C(=O)N1CC3
  i, 0
- C=CCN([C@H](C(=O)OC)C(C)C)S(=O)(=O)CCNCc1ccccc1
  i, -16
- CN1CCC(=C2c3ccccc3Sc3ccccc32)CC1
  i, -6
- CCN(C[C@H]1N[C@@](CC)(C(=O)OC)[C@H]2C(=O)N(C)C(=O)[C@@H]12)C(=O)COC
  i, -2
- COc1ccc(CCn2c(-c3cccc([N+](=O)[O-])c3)nc3nc4ccccc4nc32)cc1
  i, 1
- Cc1ccc(C(=O)Nc2cccc(S(=O)(=O)N3CCCCC3)c2)cc1S(=O)(=O)N1CCOCC1
  i, 4
- O=C(O)c1cc(N2CCCCC2)ccn1
  i, -2
- O=C1NC2c3c(I)sc(I)c3C(=O)C2O1 (configuration not stated)
  i, -4
- CC(=O)Nc1ccc(S(=O)(=O)NC2(c3ccccc3)C(=O)N(C)C(=O)N(C)C2=O)cc1
  i, 0
- CCCOc1ccccc1OCC(=O)Nc1cccc(S(=O)(=O)NC2=NCCC2)c1
  i, 10
- CC(=O)NC12CC3CC(C1)CC(C(=O)N1CCN(S(=O)(=O)c4ccc([N+](=O)[O-])cc4)CC1)(C3)C2
  i, 0
- Cc1ccc(NC(=O)CCCNC(=O)c2ccc(Cl)cc2)cc1S(=O)(=O)N1CCCCC1
  i, 5

# Below each SMILES – KCNK3 block, DYRK1A inh
- O=C(NNC(=O)OCc1ccccc1)OCc1ccccc1
  i, 7
- COc1cc(OC)c2c(-c3cccc(-c4sccc4C(C)=O)c3)cc(=O)oc2c1
  i, -4
- Cc1c(C(=O)NC(C)c2ccccn2)oc2c(Cl)cccc12 (configuration not stated)
  i, -2
- Cc1ccc(-n2nnnc2SCC(=O)NC2CCS(=O)(=O)C2)c(C)c1 (configuration not stated)
  i, 7
- O=C(c1cnc(Cl)c(Cl)c1)N1CCN(S(=O)(=O)c2ccc3ccccc3c2)CC1
  i, 12
- O=C(COc1ccccc1Br)NC(=O)NC1CCCC1
  i, -1
- CNc1ncnc(Sc2nc(N)nc3nc[nH]c23)c1[N+](=O)[O-]
  i, 7
- Cn1c(N)c(N=Cc2ccccc2)c(=O)n(C)c1=O
  i, 2
- O=C(Cn1cc(COc2ccccc2C(F)(F)F)nn1)c1ccc(O)cc1
  i, 51*
- COc1ccc(/C=C(/NC(=O)c2ccccc2)C(=O)N/N=C/c2ccc3c(c2)OCO3)cc1OC
  i, -1
- COc1ccccc1/C=C/C(=O)Nc1cccc(S(=O)(=O)N2CCOCC2)c1
  i, 0
- O=C(c1ccc(OCc2cn3ccccc3n2)cc1)N1CCN(S(=O)(=O)c2ccccc2F)CC1
  i, 0
- O=S(=O)(Nc1cc(S(=O)(=O)N2CCCC2)ccc1O)c1ccc(Cl)s1
  i, -7
- O=C(CCCSCCCC(=O)NN=Cc1ccccc1)NN=Cc1ccccc1
  i, 4
- COc1ccc(OC)c(Nc2nc(=O)c3cccnc3s2)c1
  i, 8

# Below each SMILES – KCNK3 block, DYRK1A inh
- CCCc1ccc(S(=O)(=O)N2CCN(C(C)C(=O)NC3CCCC3)CC2)cc1 (configuration not stated)
  i, -4
- CC[C@]12c3[nH]c4cc(CCC(=O)N(C)C)ccc4c3CCN1C(=O)[C@@H](CC(=O)NCCCOC)C[C@@H]2C(=O)N1CCN(C(=O)C2CC2)CC1
  i, -8
- O=C(NCc1ccc(F)cc1)N1CCN(C(=O)c2ccccc2)CC1
  i, 2
- Cc1cc(-n2c(C)cc(C(=O)COc3cc(F)ccc3[N+](=O)[O-])c2C)no1
  i, -2
- CCCNC(=O)Cn1c(=O)/c(=C/c2ccc(-c3cccc([N+](=O)[O-])c3)o2)s/c1=C\C(=O)C(C)(C)C
  i, 3
- O=C(/C=C/c1ccco1)c1cccc([N+](=O)[O-])c1
  i, -6
- CCC1(c2ccccc2)NC(=O)N(CC(=O)NCC2COc3ccccc3O2)C1=O (configuration not stated)
  i, -1
- COc1cc2oc(=O)ccc2cc1-c1c(OC)ccc2ccc(=O)oc12
  i, 0
- CN(C)N(C(=O)c1cc(-c2cccs2)nn1-c1ccccc1)C1CCS(=O)(=O)C1 (configuration not stated)
  i, -6
- Cc1ccc([C@H]2C(C(=O)O)=C[C@@H](CC3CCCC3)N2S(=O)(=O)c2ccc(C)cc2)cc1
  i, 6
- COc1cccc(-c2sc3ccc(OC)cc3c2-c2ccc(OCCN3CCCC3)cc2)c1
  i, 19
- CC[C@@]1(C(=O)OC)N[C@H](CN(C)C(=O)c2ccc(C(C)(C)C)cc2)[C@@H]2C(=O)N(Cc3ccccc3)C(=O)[C@@H]21
  i, -2
- Cc1ccc(-c2nc3c(c(=O)[nH]c(=O)n3Cc3ccccc3)n2C)o1
  i, -4
- NC(=O)c1ncn([C@@H]2O[C@H](CNCc3ccccc3C#Cc3ccccc3)[C@@H](O)[C@H]2O)n1
  i, 7
- CC[C@@]1(C(=O)OC)N[C@H](CN(C)C(=O)c2ccccc2)[C@@H]2C(=O)N(C)C(=O)[C@@H]21
  i, 2

# Below each SMILES – KCNK3 block, DYRK1A inh
- CC1CN(Cc2ccccc2)C(=O)NC1=O (configuration not stated)
  i, -4
- COc1ccc(OC)c(NC(=O)CSc2nc3[nH]c(=O)[nH]c(=O)c3s2)c1
  i, -5
- CCOc1ncccc1C(=O)OCC(=O)Nc1cc(S(=O)(=O)N2CCCCC2)ccc1Cl
  i, 2
- Cc1cccn2c(=O)c3cc(C(=O)NCc4ccco4)c(=N)n(CCc4ccccc4)c3nc12
  i, -5
- Cc1ccc(C(=O)NCC(=O)N(C)Cc2ccc(Cl)cc2Cl)s1
  i, -5
- O=C(c1ccccc1)C1OC1C(=O)c1ccccc1 (configuration not stated)
  i, 2
- CCCCCCCCCCCCCCCC(=O)OCC1OC(n2ccc(N)nc2=O)C(O)C1O (configuration not stated)
  i, -6
- CN(C)S(=O)(=O)c1ccc(F)c(C(=O)Nc2ccccc2C(=O)NC2CC2)c1
  i, 0
- CCCCN1C(=O)CC(SC2CC(=O)N(CCCC)C2=O)C1=O (configuration not stated)
  i, 2
- CN1C[C@@H]2[C@@H]3C(=O)N(Cc4ccccc4)C(=O)[C@@H]3[C@](Cc3ccccc3)(C1=O)N2C(=O)c1ccc(F)cc1
  i, 6
- CCC(C(=O)OCC(=O)C1(O)CCC2C3CCC4=CC(=O)CCC4(C)C3C(O)CC21C)C(C)C (configuration not stated)
  i, -8
- O=S(=O)(Nc1ccc(-n2cnnn2)cc1)c1cccc(Cl)c1
  i, 9
- CNc1nc(N/N=C/c2cc([N+](=O)[O-])ccc2F)nc(Nc2ccccc2)n1
  i, 16
- O=C(NCCOC(=O)Nc1cccc2ccccc12)OCc1ccccc1
  i, 14
- NS(=O)(=O)c1ccc(N2CCOCC2)c(C(=O)NCc2ccc3c(c2)OCO3)c1
  i, -4

# Below each SMILES – KCNK3 block, DYRK1A inh
- O=C1C2C3C=CC(O3)C2C(=O)N1Cc1ccncc1 (configuration not stated)
  i, -1
- Nc1ccccc1NC1CCCCC1
  i, 3
- Cc1[nH]c(=O)nc(NN=Cc2ccc(Cl)cc2)c1C(=O)Nc1ccc(Cl)cc1
  i, 1
- O=C1CCc2cc(S(=O)(=O)N3CCC(C(=O)NC4CCCCCCC4)CC3)ccc2N1
  i, 4
- COc1ccc(CN(C)C(=O)C(Cc2ccccc2)NC(=O)c2ccccc2)cc1F (configuration not stated)
  i, 9
- C(#CCN1CCOCC1)CCCN1CCOCC1
  i, 13
- CC1=NN(c2cc(Cl)c(S(=O)(=O)O)cc2Cl)C(=O)C1
  i, 0
- CC1=CC2C(C(O)CC3(C)C2CC(C)C32OCOC23COCO3)C2(C)C/C(=C\O)C(=O)C=C12 (configuration not stated)
  i, -2
- O=C(Nc1ccccc1C(=O)NC1CC1)c1ccc([N+](=O)[O-])o1
  i, 2
- O=C(O)c1ccccc1
  i, 13
- COc1cc(C(=O)Nc2ccc(C(F)(F)F)cc2)ccc1OCC(=O)N1CCOCC1
  i, -21
- O=C(c1ccccc1)C1CC=CCC1C(=O)c1ccccc1 (configuration not stated)
  i, 9
- O=C(c1ccc(Cl)cc1)c1cnc(-c2ccccc2)s1
  i, -4
- Cc1ccccc1Nc1nc(N)nc(C)c1Br
  i, 2
- CCOC(=O)N1CCC(NC(=O)C2CCN(Cc3nc(-c4ccc(CC)cc4)oc3C)CC2)CC1
  i, 2

# Below each SMILES – KCNK3 block, DYRK1A inh
- COc1ccc(O)cc1
  i, -1
- Nc1cccc2cc(S(=O)(=O)O)ccc12
  i, -2
- Cc1ccc(S(=O)(=O)N2C[C@@H]3[C@H]4CC[C@H](C4)[C@@H]3[C@@H](C)[C@@H]2c2ccn(Cc3ccccc3)c2)cc1
  i, -1
- CC(C)C(=O)N[C@@H]1c2ccccc2CC[C@@H]1OCc1ccccc1
  i, -4
- COc1cc(C2C3=C(COC3=O)OC(C)(C)Oc3cc4c(cc32)OCO4)cc(OC)c1OC (configuration not stated)
  i, -2
- O=C(c1ccc(-c2ccccc2Cl)o1)N1CCC1
  i, 42
- COc1cccc(C(=O)N2CCN(C(=O)C3CCCO3)CC2)c1 (configuration not stated)
  i, -3
- O=C(OCC1CCC=CO1)C1CCC=CO1 (configuration not stated)
  i, -1
- CCOC(=O)C(Cc1ccnnc1)=NO
  i, 5
- O=C(O)c1ccc(NC2(C(=O)O)CCCC2)cc1
  i, 1
- Cn1c(=O)c2[nH]c(C3CC=CCC3)nc2n(C)c1=O (configuration not stated)
  i, 0
- CCN(C(=O)COC(=O)/C(C#N)=C/c1cc(C)n(CCOC)c1C)c1c(N)n(Cc2ccccc2)c(=O)[nH]c1=O
  i, 5
- N#CC(=C(O)COC(=O)CCCNC(=O)c1ccc(Cl)cc1)c1nc2ccccc2[nH]1
  i, 3
- O=C(Nc1nc(-c2ccccn2)cs1)c1cc(S(=O)(=O)N2CCOCC2)ccc1F
  i, 2
- COc1ccccc1[C@H]1C(c2cccc(C)c2)=NN(c2ccccc2)[C@@H]1CO
  i, 2

# Below each SMILES – KCNK3 block, DYRK1A inh
- Cc1c(N(C)S(=O)(=O)c2ccc(Cl)c(C(=O)NCC3CCCO3)c2)c(=O)n(-c2ccccc2)n1C (configuration not stated)
  i, 8
- CCOc1ncccc1C(=O)Nc1cc(S(=O)(=O)N2CCCCC2)ccc1OC
  i, 5
- CC1(C)CC(=O)C(c2ccccc2)(c2ccccc2)C(=O)C1
  i, -2
- COC(=O)[C@H](C)N(Cc1ccc(Cl)c(Cl)c1)S(=O)(=O)CCN1CCCC1
  i, 11
- COc1ccc(O)c(C(=O)CC(=O)c2ccncc2)c1
  i, 37
- CC(=O)c1cccc(OCC(=O)N(CCC2=CCCCC2)c2c(N)n(Cc3ccccc3)c(=O)[nH]c2=O)c1
  i, 3
- Cc1ccc2ccccc2c1CSc1nc(N)nc2c1ncn2CC(C)C
  i, -1
- Cc1cc(C(=O)OCC(=O)c2cccs2)ccc1[N+](=O)[O-]
  i, 0
- CC(C)(C)OC(=O)N1CCCC(C(=O)Nc2ccc(C(=O)NCCc3ccccc3)cc2)C1 (configuration not stated)
  i, 11
- O=C(O)CSc1ccc(S(=O)(=O)N2CCCC2)cn1
  i, 6
- COC(=O)[C@@H](Cc1ccccc1)NS(=O)(=O)N[C@H](Cc1ccccc1)C(=O)OC
  i, -7
- COC(=O)[C@H](Cc1ccccc1)NS(=O)(=O)c1ccc(F)cc1Br
  i, 4
- Cc1ccc([C@@H]2CC=C(C(=O)O)[C@H](c3ccccc3)N2S(=O)(=O)c2ccccc2C)cc1
  i, 4
- O=C(COC(=O)c1cccc(F)c1)NC(=O)NC1CCCC1
  i, -5
- N#Cc1ccc(NC2c3ccccc3CC2O)cc1 (configuration not stated)
  i, -6

# Reprinted at random: four entries already listed.
# Below each SMILES – KCNK3 block, DYRK1A inh
- Cc1ccc([C@@H]2CC=C(C(=O)O)[C@H](c3ccccc3)N2S(=O)(=O)c2ccccc2C)cc1
  i, 4
- COC(=O)[C@@H](Cc1ccccc1)NS(=O)(=O)N[C@H](Cc1ccccc1)C(=O)OC
  i, -7
- CC(=O)c1cccc(OCC(=O)N(CCC2=CCCCC2)c2c(N)n(Cc3ccccc3)c(=O)[nH]c2=O)c1
  i, 3
- COc1ccc(O)c(C(=O)CC(=O)c2ccncc2)c1
  i, 37

# (continued)
# Below each SMILES – KCNK3 block, DYRK1A inh
- O=CN(CCNc1ccccc1)c1ccccc1
  i, -3
- O=S1(=O)c2ccccc2OC(COCc2ccccc2)CN1Cc1ccccc1 (configuration not stated)
  i, 0
- O=C(O)c1ccccc1C(=O)c1cccc2c(Br)cccc12
  i, -4
- NC(=O)C1CCN(C(=O)CSc2ccsc2[N+](=O)[O-])CC1
  i, 4
- CC(=O)Nc1cc2c3ccccc3ccc2c2ccccc12
  i, -8
- CCn1c2ccccc2c2nc3cc(C(=O)O)ccc3nc21
  i, 62*
- O=C(CNC(=O)c1cccs1)Nc1cccc(S(=O)(=O)N2CCOCC2)c1
  i, 7
- O=C(C(=Cc1ccc(F)cc1)c1ccccc1)c1ccc(O)cc1
  i, -2
- CC(C#N)(CCc1ccccn1)CCc1ccccn1
  i, -2
- Cn1c(SCC(=O)NCC2CCCO2)nnc1-c1ccco1 (configuration not stated)
  i, -3
- COc1cc([N+](=O)[O-])c2nc(C=NNC(N)=S)ccc2c1
  i, 5
- O=C(CCNS(=O)(=O)c1ccccc1)NCC1CCCCC1
  i, 8
- CN(c1ccc(OCC(=O)OCC(=O)Nc2ccc([N+](=O)[O-])cc2)cc1)S(=O)(=O)c1cccs1
  i, 0
- CN(Cc1ccccc1)C(=O)c1ccccc1N(C)S(=O)(=O)c1ccccc1
  i, -3

# Source: PubChem (several laboratories)

# Some of the compounds tested; count on the stated rates, not on these rows.
